PTHR1 agonist: agonists of human PTHR1 parathyroid hormone receptor; Potency, µM (titrated, usually from 115 µM), for inactives: at the top dose activation, usual class: activators; HEK293 GP2 PTHR1 cells, GloSensor cAMP luminescence, 1 h; AID 743266; hit rate 0.075% among 410,000; Q03431; also: potency is read from the fitted curve at half-maximal effect; nearly all actives have a fitted effect of over 55% in size; some results filed as inactive show a strong effect at the top dose; inactives centre near -15; many of its hits are not listed in these tables
Target sequence (Q03431 whole entry, looked up): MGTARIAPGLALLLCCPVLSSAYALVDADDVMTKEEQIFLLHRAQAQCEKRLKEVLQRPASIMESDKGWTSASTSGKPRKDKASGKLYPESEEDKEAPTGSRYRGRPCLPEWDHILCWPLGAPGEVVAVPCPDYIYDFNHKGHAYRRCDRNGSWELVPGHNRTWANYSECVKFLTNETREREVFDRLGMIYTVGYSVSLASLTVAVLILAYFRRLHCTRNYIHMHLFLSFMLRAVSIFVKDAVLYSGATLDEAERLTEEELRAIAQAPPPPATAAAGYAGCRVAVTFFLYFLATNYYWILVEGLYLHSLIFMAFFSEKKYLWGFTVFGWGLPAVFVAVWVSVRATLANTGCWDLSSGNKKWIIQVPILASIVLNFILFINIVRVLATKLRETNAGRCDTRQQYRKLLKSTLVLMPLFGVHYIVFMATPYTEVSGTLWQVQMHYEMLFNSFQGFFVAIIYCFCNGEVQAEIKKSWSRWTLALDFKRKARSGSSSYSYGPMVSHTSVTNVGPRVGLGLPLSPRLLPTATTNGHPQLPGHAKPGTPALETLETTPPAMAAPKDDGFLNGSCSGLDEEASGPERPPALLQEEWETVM
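HEK-293-derived GP2 cells expressing PTHR1 and a GloSensor cAMP reporter, 3,000/well, plated overnight, given luciferin plus IBMX (each 0.5 mM as added) for 1 h at 37 °C, then compound for 1 h at 37 °C. Luminescence was read after 15 min at room temperature.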
GLP1R inv ag: GLP-1 receptor (human) inverse agonism; P43220; HEK293 GLP-1R CRE-luciferase, luminescence, 24 h; GLP-1R form is constitutively active; Potency, µM (titrated, usually from 38.3 µM), inactives show at the top dose activity change, negative = inhibition, hits mostly inhibitors; hit rate 1.6% among 410,000; also: potency is read from the fitted curve at half-maximal effect; % is scaled to controls: 0 for no effect and ±100 for the full control effect; nearly all actives have a fitted effect of over 55% in size
Target sequence (P43220 whole entry, looked up): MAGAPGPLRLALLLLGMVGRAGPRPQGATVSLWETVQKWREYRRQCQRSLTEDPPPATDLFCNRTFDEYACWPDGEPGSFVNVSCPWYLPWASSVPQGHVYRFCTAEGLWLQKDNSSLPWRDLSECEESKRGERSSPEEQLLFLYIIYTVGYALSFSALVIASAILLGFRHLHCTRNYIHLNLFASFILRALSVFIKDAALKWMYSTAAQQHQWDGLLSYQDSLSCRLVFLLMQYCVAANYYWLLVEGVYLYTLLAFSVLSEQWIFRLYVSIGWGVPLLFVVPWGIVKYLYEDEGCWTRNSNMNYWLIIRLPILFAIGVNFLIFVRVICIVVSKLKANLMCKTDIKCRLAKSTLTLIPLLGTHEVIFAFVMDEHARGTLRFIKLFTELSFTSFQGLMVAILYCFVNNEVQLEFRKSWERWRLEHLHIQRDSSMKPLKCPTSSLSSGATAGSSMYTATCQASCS
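HEK293 cells stably co-expressing constitutively active GLP-1R and a cAMP-responsive luciferase reporter were seeded in DMEM with 10% Nu serum, given compounds after 12 h, and incubated 24 h at 37 deg C. Luminescence was then read.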
GLP1R cytotox: cytotoxicity counter-screen for GLP-1 receptor inverse agonists. HEK293 cAMP-luciferase reporter cells, luminescence, 24 h. Potency, µM (top dose mostly 38.3 µM), inactives show at the highest dose activity change, negative = inhibition, usual class: inhibitors. hit rate 0.13% among 410,000. AID 624418;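 also: loss of luciferase light is scored as toxicity; potency is read from the fitted curve at half-maximal effect; % is scaled to controls: 0 for no effect and ±100 for the full control effect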
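Here, cytotoxicity is scored as loss of luminescence. The MLSMR collection was tested on cells seeded in medium containing 10% Nu serum, with a 24 hr compound exposure preceded by 12 hours of culture.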
pAkt inh: Akt phosphorylation inhibition; Neuro2A IGF-stimulated pAkt S473 HTRF, 20 min; hits give low values; activity change, % for hits at 50 µM; hit rate 0.32% among 360,000; AID 651550; in the data active = activity change below about -80%; inconclusive = mostly about -51% to -80%; also: % is scaled to controls: 0 for no effect and ±100 for the full control effect
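Single-point screen (50 µM final compound) in Neuro2A cells stimulated 20 min with 6 nM IGF at 37 deg C. After lysis, Ser473-phosphorylated Akt read by HTRF (ex 330 nm, em 615/665 nm) as the 665/615 ratio.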
MmCpn inh: blocks the Methanococcus maripaludis chaperonin Mm-Cpn; purified Mm-Cpn ATPase, ADP Transcreener TR-FRET; Potency, µM (series often up to 76.9 µM), for inactives: top-dose activity, negative = inhibition, usual class: inhibitors; hit rate 0.031% among 330,000; AID 504842; also: potency is read from the fitted curve at half-maximal effect; % is scaled to controls: 0 for no effect and ±100 for the full control effect; nearly all actives have a fitted effect of over 80% in size
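Purified archaeal Mm-CPN (25nM final) preincubated 10 min at 37degC with compound, then 10uM ATP for 30 min at 37degC; ADP measured by HTRF Transcreener TR-FRET; buffer 30 mM TRIS pH 7.4, 100mM KCl, 5mM MgCl2, 1mM DTT.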
aSyn yeast inh: inhibitors of alpha-synuclein toxicity in yeast | Potency, µM (titrated, usually from 46.1 µM), for the others: at the highest dose growth rescue (activation), hits mostly activators | Yeast expressing alpha-synuclein, growth rescue, BacTiter-Glo, 24 h | AID 652106 | hit rate 0.14% among 370,000; also: potency is read from the fitted curve at half-maximal effect; % of control where 0% means no effect; nearly all actives have a fitted effect of over 65% in size
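Galactose-induced alpha-syn yeast (OD600=0.02, raffinose-pregrown) + pinned cpd, 24 hr, 30 deg C; growth by BacTiter-Glo luminescence. Growth restoration scores as activation.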
TDP-43 yeast inh: inhibitors of TDP-43 toxicity in yeast; TDP-43 expressing yeast growth rescue, BacTiter-Glo, 24 h; Potency, µM (top dose mostly 46.1 µM), without a hit: at the highest dose growth rescue (activation), usual class: activators; AID 652104; hit rate 1.8% among 410,000; also: potency is read from the fitted curve at half-maximal effect; % of control where 0% means no effect; nearly all actives have a fitted effect of over 50% in size
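In this qHTS, compounds that restore growth of yeast expressing TDP-43 appear as activators. Cells (OD600=0.02, galactose medium, raffinose-pregrown) are incubated with compound 24 hr at 30 deg C and growth is quantified by BacTiter-Glo.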
FUS suppressor: suppressors of FUS proteinopathy in yeast. S. cerevisiae FUS-expressing, growth rescue, OD600, 24 h. Potency, µM (highest dose often 76.6 µM), inactives show top-dose growth rescue (activation), hits mostly activators. hit rate 0.24% among 390,000. AID 1347120;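 also: potency is read from the fitted curve at half-maximal effect; plate controls were DMSO vehicle for no effect and reference control for full effect; nearly all actives have a fitted effect of over 55% in size; some results filed as inactive show a strong effect at the top dose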
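Cultures pregrown in 2.5% raffinose medium are shifted to minimal medium containing 2% galactose to express toxic FUS. Compounds are tested at several concentrations. After 24hr at 30C, growth is quantified at 600 nm absorbance.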
Abeta rescue: compounds reversing amyloid beta toxicity in yeast; hit rate 0.063% among 410,000; Potency, µM (doses to about 46.1 µM), without a hit: at the top dose growth rescue, usual class: activators; yeast expressing A-beta42, growth rescue, OD600, 48 h; response scale: 0% DMSO, 100% iron-clioquinol control; also: potency is read from the fitted curve at half-maximal effect; nearly all actives have a fitted effect of over 55% in size
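Growth rescue measured by 600 nm absorbance after 48 h yeast culture at 30 C with compound. Values normalized between DMSO and an equimolar ferric chloride plus clioquinol control.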
The depositor's hits bear a star; i = inactive; ? = inconclusive; nt = not tested or not shown; & = joins results of further samples; [ ] = remark or other dose. Unless noted, calls follow the shape of the dose curve; as a rule, active = well fitted curve in the direction sought with a large enough effect; inconclusive = small, poorly fitted or top-dose-only effect, or another doubt; inactive = no such curve, though single readings can be large; an effect the other way counts as inactive or inconclusive. An excerpt, so the mix of outcomes need not match the whole.

SMILES	PTHR1 agonist	GLP1R inv ag	GLP1R cytotox	pAkt inh	MmCpn inh	aSyn yeast inh	TDP-43 yeast inh	FUS suppressor	Abeta rescue
COc1cccc(NC(=O)N(CCN(C)C)C(C)c2cccnc2)c1 (stereo not drawn)	i	12%	22%	i	0%	-2%	13%	-19%	-7%
CCCC(=O)N1CCc2cc(OC)c(OC)cc2C1c1cc2cc3c(cc2[nH]c1=O)OCO3 (stereo not drawn)	i	109%[activator]	5%	i	nt	-9%	-17%	19%	16%
NS(=O)(=O)c1ccc(CCNC(=O)CNCCc2ccc(C(F)(F)F)cc2)cc1	i	-22%	15%	i	-1%	0%	3%	-2%	-11%
CCCC(=O)OCCNc1cc(Sc2nccn2C)c2nonc2c1[N+](=O)[O-]	i	?	?	i	0%	0%	0%	nt	-1%
O=c1[nH]c(/C=C/c2cccc(Br)c2)nc2ccccc12	i	-26%	-3%	i	nt	6%	?	5%	14%
CC12CCC(=O)N1c1ccccc1C(=O)N2c1ccccc1 (stereo not drawn)	i	0%	-15%	i	0%	-1%	-25%	-6%	-18%
CC1(C)NC(=O)N(CC(O)COc2ccc(-c3ccccc3)cc2)C1=O (stereo not drawn)	-24%	?	3%	i	-5%	-5%	-12%	15%	-3%
CCN(CC)c1ccc2cc(-c3nc4ccccc4[nH]3)c(=O)oc2c1	-17%	-47%	320%[activator]	i	0%	-10%	7%	nt	4%
COc1cc(OC)cc(C(=O)NCC(=O)OCC(=O)N2CC(C)CC(C)C2)c1 (stereo not drawn)	-13%	2%	-7%	i	0%	-4%	-9%	-5%	5%
CC1CCN(C(=O)Cn2cc(SCc3cccc(F)c3)c3ccccc32)CC1	-18%	?	-19%	nt	nt	nt	23%	35%	14%
O=C(CN1C(=O)COc2ccc(S(=O)(=O)N3CCCCCC3)cc21)N1CCN(c2ccccc2)CC1	-23%	-26%	-8%	nt	nt	-1%	-2%	?	-16%
Cc1noc(C)c1NC(=O)Nc1ccc2c(c1)C(=O)N([C@H](C)CO)C[C@H](C)[C@@H](CN(C)S(C)(=O)=O)O2	?	9%	23%	i	1%	0%	-4%	-18%	-11%
O=C(Nc1ncc(Cc2cccc(C(F)(F)F)c2)s1)c1ccc(-c2cccc([N+](=O)[O-])c2)o1	-22%	?	5%	i	-1%	1%	7%	15%	-6%
COc1ccccc1N1CCN(Cc2cc(OC)c3c(c2)OCO3)CC1	i	16%	4%	i	1%	-9%	-1%	-7%	-2%
COc1ccc(CNc2ccccc2SC)cc1OC	-15%	75%[activator]	-6%	i	0%	-12%	-2%	11%	-5%
COC(=O)c1sccc1NC(=O)COc1ccc(Cl)cc1Cl	i	25%	-6%	i	0%	0%	?	nt	3%
Cc1ccc(S(=O)(=O)N2CCC(C(=O)OCCOc3ccccc3)CC2)cc1C	i	-7%	-4%	i	1%	-1%	6%	16%	-6%
Cc1c(C(=O)NC2CCCc3ccccc32)oc2ccc(S(=O)(=O)N3CCCC3)cc12 (stereo not drawn)	i	8%	-12%	i	1%	-14%	-12%	-9%	0%
COc1ccc(NC(=O)c2sc3nc[nH]c(=O)c3c2C)cc1OC	i	16%	0%	nt	nt	nt	4%	0%	-9%
C[C@@H]1CN([C@@H](C)CO)C(=O)c2cccc(NC(=O)Nc3ccccc3)c2O[C@H]1CN(C)C(=O)Nc1cccc2ccccc12	-10%	?	-21%	i	-1%	-8%	-3%	?	-23%
COc1cccc(CN(C)Cc2c(O)ccc3ccccc23)c1	-17%	?	-1%	i	2%	-3%	-25%	33%	10%
CCn1cnc2cc(NS(=O)(=O)c3ccc(C)cc3)ccc21	-11%	10%	-5%	i	2%	-7%	-32%	-4%	-8%
O=C(COc1cc(Cl)c(Cl)cc1Cl)Nc1cccc(O)c1	-89%[inhibitor]	-4%	8%	i	-1%	5%	13%	-12%	6%
Cn1c(=O)c2c(ncn2CC(=O)N2CCN(S(=O)(=O)c3ccc(Cl)cc3)CC2)n(C)c1=O	i	-17%	-15%	i	-1%	2%	1%	14%	-5%
CCOC(=O)Cn1c(=O)n(-c2ccccc2OC)c2nc(-c3ccccc3F)nc(C(N)=O)c21	i	?	-8%	nt	nt	3%	28%	26%	0%
Remaining list, next part
SMILES	PTHR1 agonist	GLP1R inv ag	GLP1R cytotox	pAkt inh	MmCpn inh	aSyn yeast inh	TDP-43 yeast inh	FUS suppressor	Abeta rescue
COc1cccc(OC)c1C(=O)Nc1ccc(S(=O)(=O)Nc2ncccn2)cc1	i	7%	-5%	i	2%	-5%	-10%	-13%	-17%
COc1ccccc1/C=C/C=N/N1CCN(c2ccccn2)CC1	-5%	?	4%	i	-4%	-7%	6%	5%	13%
CC1(c2ccccc2)NC(=O)N(CC(=O)Nc2cc(Cl)ccc2N2CCOCC2)C1=O (stereo not drawn)	i	?	14%	i	2%	5%	-2%	14%	-6%
C/C(=N\NC(=O)c1c(Br)c(C)nn1C)c1ccc(NC(=O)c2ccoc2C)cc1	i	13%	16%	i	0%	1%	0%	26%	-5%
CCN(CC(=O)Nc1ccc(NC(C)=O)cc1)C(=O)Cc1c(Cl)cccc1Cl	-19%	-10%	-4%	i	1%	-5%	-26%	nt	-16%
CC(=O)c1c(C)[nH]c(C(=O)OCC(=O)Nc2ccc(C)cc2[N+](=O)[O-])c1C	-95%[inhibitor]	-1%	-20%	i	1%	-2%	22%	-21%	-6%
O=C(Nc1cccc(F)c1)N1CC=C(c2ccc(Cl)cc2)CC1	-10%[57.5 µM]	?	4%	i	-1%	-10%	-11%	30%	-12%
Cc1oc(-c2ccc(Cl)cc2)nc1CN1CCC(C(=O)NCCCN2CCCC(C)C2)CC1 (stereo not drawn)	i	?	?	i	3%	1%	10%	4%	-10%
O=S(=O)(NCc1ccccc1)c1ccc(S(=O)(=O)N2CCCC2)cc1	-58%[inhibitor]	-9%	7%	i	-1%	0%	0%	-3%	-13%
COc1ccc(S(=O)(=O)Nc2ccc3c(c2)[C@H]2C[C@H](CC(=O)NCC4CC4)O[C@@H](CO)[C@H]2O3)cc1	-24%	2%	-11%	i	nt	-3%	21%	-10%	-4%
O=C(Nc1ccc2c(c1)OCO2)N1CCCC1	i	2%	2%	i	1%	1%	5%	-25%	-10%
CCCOc1nnnn1-c1ccccc1	i	6%	2%	i	0%	-10%	?	-11%	5%
CCC(=O)Nc1ccc(Cl)c(NC(=S)NC(=O)c2cc3ccccc3o2)c1	i	2%	-12%	i	0%	-8%	-5%	nt	-2%
CC(=O)Nc1ccc(C(=O)NNC(=O)Cc2ccccc2)cc1	-1%	?	-9%	i	-2%	-1%	-6%	13%	12%
Cn1cnc2c(N3CCCCC3)nccc21	i	0%	8%	i	0%	-18%	23%	nt	-6%
Cc1ccc(Cn2cc(C(=O)c3ccc(F)cc3)c(=O)c3cc4c(cc32)OCCO4)cc1	i	3%&13%	-4%&2%	i	-1%	-10%	16%&2%	-6%&-20%	-2%&-4%
Cc1cc(OCC(=O)Nc2ccccc2C(N)=O)c2c(C)cc(=O)oc2c1	-6%	-11%	-3%	i	1%	-7%	?	-12%	8%
COc1ccc(NC(=S)N/N=C2\CC(C)(C)Oc3ccc(OC)cc32)cc1	i	?	-11%	i	0%	-10%	3%	-12%	8%
COc1cc(/C=C/C(=O)OCC(=O)N2CC3(C)CC2CC(C)(C)C3)ccc1O (stereo not drawn)	i	-23%	-14%	i	2%	15%	13%	19%	1%
CC(=O)c1ccccc1OCCCCN1CCCCC1	-11%	-11%	-2%	i	-2%	-7%	8%	-20%	-2%
COc1ccccc1CNC(=O)CCCn1nc(C)c2c(C)n(-c3ccc(C)cc3)nc2c1=O	-50%[inhibitor]	-19%&-10%	7%&-9%	i	2%	-4%	-3%&-8%	10%&5%	12%
Cc1cc2nc(C3CCCCC3)c(Cc3cccc(F)c3)n2c(C)c1Br	-12%	?	2%	i	nt	12%	18%	-23%	-12%
CN(CCC#N)C(=O)COC(=O)[C@H](Cc1ccccc1)N1C(=O)c2ccccc2C1=O	-19%	20%	-5%	i	?	3%	7%	15%	6%
OCC1OC(Oc2cccc3ccccc23)C(O)C(O)C1O (stereo not drawn)	i	7%	6%	i	-1%	-2%	2%	-3%	14%
O=c1cc(CN2CCOCC2)nc(C2CC2)[nH]1	i	-2%	0%	i	2%	-10%	0%	22%	8%
Cc1ccc(-n2c(SCCN)nnc2-c2cccc(C)c2)cc1	-1%	?	-25%	i	-2%	0%	-10%	4%	10%
CCOc1ccccc1NC(=O)Cn1nc(-c2ccco2)ccc1=O	i	4%	-2%	i	-1%	4%	9%	40%	-3%
CCOc1ccc(NC(=O)Cn2cc(C(=O)CC)c3ccccc32)cc1	i	5%	2%	i	-1%	-2%	-7%	-32%	-10%
CC1(C)CC(=O)C=C(c2ccc3c(c2)OCO3)C1	-41%[inhibitor]	19%	-2%	i	nt	-1%	22%	-17%	-15%
CCN1CCC(NC(=O)Nc2cc(Cl)ccc2OC)CC1	25%	-31%	-9%	i	0%	5%	0%[0.397 µM]	4%	0%

Compound activity deposited in PubChem BioAssay by National Center for Advancing Translational Sciences (NCATS).
